# STK33 inh – inhibitors of human STK33 kinase; Q9BYT3; purified STK33, MBP phosphorylation, ADP-Glo luminescence; inhibition, % at 10 µM; 320,000 compounds, 0.073% hits;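 active = inhibition at or above 25%, using the most active replicate where run in duplicate; inactive = inhibition below 25%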
# Target sequence (Q9BYT3 whole entry, looked up): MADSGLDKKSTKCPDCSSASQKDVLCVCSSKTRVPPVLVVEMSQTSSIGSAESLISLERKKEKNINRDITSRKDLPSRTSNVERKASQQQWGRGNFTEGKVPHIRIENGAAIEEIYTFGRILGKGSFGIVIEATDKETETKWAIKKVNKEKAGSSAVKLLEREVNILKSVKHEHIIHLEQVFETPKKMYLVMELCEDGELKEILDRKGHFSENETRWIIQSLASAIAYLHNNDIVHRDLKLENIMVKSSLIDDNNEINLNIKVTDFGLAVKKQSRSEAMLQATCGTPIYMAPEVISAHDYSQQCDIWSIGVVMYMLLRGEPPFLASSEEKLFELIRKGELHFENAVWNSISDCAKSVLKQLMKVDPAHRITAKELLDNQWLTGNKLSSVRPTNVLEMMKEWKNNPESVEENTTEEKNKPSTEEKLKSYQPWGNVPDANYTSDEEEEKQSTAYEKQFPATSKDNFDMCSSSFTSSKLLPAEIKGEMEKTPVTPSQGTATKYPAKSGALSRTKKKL
# OX1R antag-1 – OX1R (human) antagonism; O43613; 330,000 compounds, 1.8% hits; AID 485270; inhibition, % at 6.6 µM; OX1R-expressing cells, FRET antagonist read-out; in the data active = inhibition mostly above about 38%, no sharp cut-off; inactive = mostly below about 40%;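 note: 0% = agonist challenge alone and 100% = reference antagonist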
# Target sequence (O43613 whole entry, looked up): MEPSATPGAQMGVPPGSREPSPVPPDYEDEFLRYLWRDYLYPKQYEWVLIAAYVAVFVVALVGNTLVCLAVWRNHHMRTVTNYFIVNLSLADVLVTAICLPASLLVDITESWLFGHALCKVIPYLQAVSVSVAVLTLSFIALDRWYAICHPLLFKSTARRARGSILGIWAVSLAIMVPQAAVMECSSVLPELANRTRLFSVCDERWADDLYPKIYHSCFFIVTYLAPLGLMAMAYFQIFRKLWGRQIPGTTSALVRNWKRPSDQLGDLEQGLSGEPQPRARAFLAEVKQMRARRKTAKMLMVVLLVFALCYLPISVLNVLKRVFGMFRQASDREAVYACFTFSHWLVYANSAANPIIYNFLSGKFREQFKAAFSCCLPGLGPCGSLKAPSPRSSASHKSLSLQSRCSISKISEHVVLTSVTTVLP
# OX1R antag-2 – human HCRTR1 antagonism | O43613 | inhibition, % at 5 µM | AID 434989 | 330,000 compounds, 0.43% hits | CHO/OX1R cells, Fluo-8 calcium fluorescence, orexin A;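 active = inhibition above its plate's threshold, mean inhibition of all tested compounds on the plate plus 3 SD, cut at about 37% in these data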;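 note: 0% = orexin A challenge wells and 100% = SB-334867-A antagonist wells; not every result past the cut was called active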
# An asterisk follows results filed as active; / = not tested or not shown. Rows were taken by chance (roughly 2.2% active in at least one column).
SMILES,STK33 inh,OX1R antag-1,OX1R antag-2
CCn1c(SCC(N)=O)nnc1C(C)C,-0.4,32,-10
CC(=O)CCC(=O)NCCc1ccccc1F,-0.7,-1,-16
CC(C)(C)NC(=O)CN1C(=O)/C(=C/c2ccccc2)SC1=S,0.6,8,-14
COc1ccccc1CC(=O)NC12CC3CC(CC(C3)C1)C2,-0.7,4,-21
COc1ccc(C2C(C(=O)c3ccco3)=C(O)C(=O)N2Cc2cccnc2)cc1OC (configuration not stated),-0.6,7,2
O=C(Nc1ccc(S(=O)(=O)N2CCOCC2)cc1)c1ccc2ncsc2c1,0.3,16,-10
Cc1cc(C)c2c(=O)[nH]c(SCC(=O)c3ccc(F)c(C)c3)nc2n1,0.4,10,-9
CCC(C)Sc1nc(C)nc2c1c(=O)n(C)c(=O)n2C (configuration not stated),-1.0,13,-34
COc1cc(OC)cc(C(=O)Nc2cccc3ccccc23)c1,-0.9,1,-9
COc1ccccc1NC(=O)CN(C)S(=O)(=O)c1cc(C)ccc1OC,/,6,-15
COc1cc(C(=O)OCC(=O)Nc2ccccc2C(=O)NC2CC2)c([N+](=O)[O-])cc1OC,0.9,9,-18
Nn1c(COc2ccccc2)nnc1SC(F)F,0.4,4,24
Cc1cc(NC(=O)Cn2c(=O)oc3ccccc32)no1,0.4,7,-2
Cc1c(NC(=O)CN2C(=O)NC(C)(c3ccccc3Cl)C2=O)c(=O)n(-c2ccccc2)n1C (configuration not stated),-2.1,11,-7
N#C/C(=C\c1cccc(O)c1)C(=O)N1CCCCC1,-0.7,6,-6
CC1CCCC(C)N1C(=O)COC(=O)c1ccc(S(=O)(=O)N(C)c2ccccc2)cc1 (configuration not stated),-1.2,9,-22
O=C(CCNC(=O)c1ccc(Br)cc1)OCc1ccccc1Cl,-2.2,9,-16
CC(=O)Nc1cccc(NC(=O)c2cccc3cccnc23)c1,6.1,71*,14
CCCn1ncc(CN2CCC(n3nccc3NC(=O)CCc3ccccc3)CC2)c1C,0.7,7,-11
COc1ccccc1-c1noc2ncnc(Nc3cccc(C)c3)c12,-0.5,34,-41
Cc1cc(C(=O)N2CCCC(N3CCN(Cc4ccc5c(c4)OCO5)CC3)C2)n[nH]1 (configuration not stated),-1.1,-5,-1
COc1cc(/C=C2\C(=N)N3N=C(S(C)(=O)=O)SC3=NC2=O)ccc1OCCOc1ccc(C)cc1,0.7,16,-26
Cc1ccccc1-c1nnn(CC(=O)Nc2ccc3c(c2)OCO3)n1,-0.4,31,-5
O=C(C1CC1)N1CCc2cc(Br)cc(S(=O)(=O)NCc3ccco3)c21,1.2,6,-12
CC1CCN(C(=O)c2ccc(N3C(=O)C4CCC(C)CC4C3=O)cc2)CC1 (configuration not stated),-1.0,4,-22
O=S1(=O)C=CC(Nc2ccccc2)C1 (configuration not stated),-0.5,19,-3
O=C(O)c1ccc(CNC(=O)c2ccc(C(F)(F)F)cc2)cc1,-0.4,18,-2
CCOC(=O)CSc1n[nH]c(-c2cccnc2)n1,0.3,0,-6
Cc1onc(-c2ccccc2Cl)c1C(=O)OCC(=O)c1c(N)n(C)c(=O)n(C)c1=O,0.3,15,-24
CCOCCCNC(=O)c1cc2sc(Cl)cc2n1CC,-0.1,10,-17
Cc1ccc(OCC(=O)Nc2nnc(-c3ccco3)s2)cc1,-1.0,12,-3
Cc1cc(C(=O)OCC(=O)N2CC(C)OC(C)C2)c(C)n1-c1ccccc1 (configuration not stated),-0.7,1,-8
CC1CCCN(C(=O)CNC(=O)Cn2ccc3ccccc3c2=O)C1 (configuration not stated),-2.0,10,-12
Cc1nnc(N/N=C/c2cccs2)[nH]c1=O,-1.3,11,5
O=C(CCc1nc2ccccc2c(=O)[nH]1)OCc1ccc(Cl)cc1Cl,-1.8,21,-18
CN(Cc1ccc(Cl)cc1)C(=O)CCl,-1.1,12,-16
CC(NC(=O)COc1ccc(-c2ccccc2)cc1)C1CCCO1 (configuration not stated),-1.8,28,-7
NC(=O)COn1c(SCC(N)=O)nc2ccccc2c1=O,1.1,3,-6
Cc1ccccc1S(=O)(=O)Cc1ccc(C(=O)N2CCN(c3ncccn3)CC2)o1,-1.0,29,-2
C/C(CC(=O)Nc1ccc([N+](=O)[O-])cc1)=N\NC(=O)c1ccccc1O,0.0,15,-9
O=C1c2ccccc2-c2nnc(-c3ccc(O)cc3)cc21,3.1,4,4
COc1ccc2nc(NC(=O)c3ccco3)sc2c1,6.3,11,-2
CCc1ccc(-c2cc(C)no2)cc1S(=O)(=O)N1CCN(C(=O)c2ccco2)CC1,-0.2,5,-26
COc1ccc(C(CCNCc2ccc(OC)c(OC)c2)c2ccc(F)cc2)cc1 (configuration not stated),-0.2,10,-11
Cc1ccc(-c2nnc(N3CCN(C(=O)CN4CCOCC4)CC3)c3ccccc23)cc1,-1.5,9,-21
Cc1ccc(S(=O)(=O)N2CCN(C(=O)CN3CCOCC3)C2)cc1,1.4,7,-6
CC(=O)c1c(C)[nH]c(C(=O)C(C)Sc2nnc(NC3CC3)s2)c1C (configuration not stated),1.1,9,13
CCOC(=O)C1(Cc2ccccc2C)CCCN(C(=O)c2ccoc2)C1 (configuration not stated),4.5,21,-18
COc1ccc(N2C(=O)CSC2c2ccc(F)c(F)c2)cc1 (configuration not stated),0.6,3,-8
O=c1[nH]c(CN2CCN(S(=O)(=O)/C=C/c3ccccc3)CC2)nc2ccccc12,-1.4,30,-19

# (continued)
SMILES,STK33 inh,OX1R antag-1,OX1R antag-2
CCn1c(SCC(=O)N2CCCc3ccccc32)nnc1-c1ccoc1C,-1.4,14,-23
COc1cccc(N(CC(=O)N2CCN(C)CC2)S(=O)(=O)c2ccccc2)c1,-0.9,-2,-21
Cc1oc2ccc(OS(C)(=O)=O)cc2c1C(=O)OC(C)C,2.0,21,-35
O=C(O)CCNS(=O)(=O)c1ccccc1,-0.7,12,4
COc1ccc(NS(=O)(=O)c2cccc(C(=O)NNC(=O)CNC(=O)c3ccc(C)cc3)c2)cc1,-0.6,10,-5
CC#CCN(Cc1ccco1)C(=O)C1CCC(=O)N(Cc2ccccc2F)C1 (configuration not stated),-0.6,16,-15
CCOC(=O)C1=C(O)/C(=C/c2cc(OC)c(OC)c(OC)c2)SC1=Nc1ccc(OC)cc1,-1.1,12,-22
NC1=NC(=Nc2cccc(S(=O)(=O)N3CCOCC3)c2)c2ccccc21,-0.7,9,20
COc1ccc(C2c3c(C)nn(-c4ccccc4)c3NC(=O)N2c2ccccc2)cc1 (configuration not stated),0.5,19,-30
OC(COC(c1ccccc1)c1ccccc1)CN1CCOCC1 (configuration not stated),-0.6,5,-17
N/C(=N\OC(=O)/C=C/c1ccccc1)c1ccncc1,-2.6,10,-5
Cc1ccc2cc(C#N)c(SCC(=O)N3CCCc4ccccc43)nc2c1C,-0.5,-3,-4
S=C(NC1CCCCC1)N1CCCCC1,0.9,9,-7
CCOC(=O)c1ccc(COC(=O)c2ccc(-c3nnc(-c4ccccc4)o3)cc2)o1,-0.6,15,-18
CC(C)C(=O)Nc1c2c(nc3ccccc13)N(C)CC2,0.1,9,-16
CCC(C)Sc1cccc(-c2nc3ccc(Cl)cn3c2NCc2ccccc2)c1 (configuration not stated),-0.2,44,-22
N#Cc1c(NCc2ccccc2)ccnc1NCc1cccnc1,0.3,55,16
O=C(Cn1c(CC(=O)N2CCOCC2)nc2ccccc21)Nc1ccc2c(c1)OC(F)(F)O2,-1.3,5,-3
O=[N+]([O-])c1ccc(Cl)c(/C=N/N2CCN(Cc3ccccc3)CC2)c1,-0.8,18,-20
C=CCn1c(COc2cccc3cccnc23)nnc1SCC(=O)OC,-1.2,11,-6
CCCCOC(=O)c1ccc(NC(=O)C(=O)NCc2ccco2)cc1,-0.6,5,-1
CN(/C=C1/C(=O)CNC1=O)CCO,-0.7,4,-17
Cc1cc(N2CCCCC2)nc(-c2ccc(Br)cc2)n1,-2.1,3,-11
CCCP(=O)(CC(=O)O)c1ccccc1 (configuration not stated),-0.6,14,18
CCN1CCN(S(=O)(=O)c2ccc(Cl)c(C(=O)NCc3ccco3)c2)CC1,-1.0,18,-10
COc1ccc(CCNS(=O)(=O)c2cnc(Cl)c(Br)c2)cc1OC,-0.8,-2,-4
CCOc1ccc(NC(=O)CC2C(=O)N(C)C(=S)N2Cc2ccco2)cc1 (configuration not stated),0.0,16,-20
CCOC(=O)c1cc(-c2csc(-c3cccc(Cl)c3)n2)on1,1.0,1,0
Cc1cc(C)c2oc(=O)cc(CN3CCN(Cc4ccccc4)CC3)c2c1,-0.5,-10,-26
COc1ccc(/C=N/NC(=O)Cn2c(Cc3ccc(OC)c(OC)c3)nc3ccccc32)cc1,-0.5,7,-23

# 26 consecutive compounds out of the list so far, quoted:
SMILES,STK33 inh,OX1R antag-1,OX1R antag-2
COc1ccc(NS(=O)(=O)c2cccc(C(=O)NNC(=O)CNC(=O)c3ccc(C)cc3)c2)cc1,-0.6,10,-5
CC#CCN(Cc1ccco1)C(=O)C1CCC(=O)N(Cc2ccccc2F)C1 (configuration not stated),-0.6,16,-15
CCOC(=O)C1=C(O)/C(=C/c2cc(OC)c(OC)c(OC)c2)SC1=Nc1ccc(OC)cc1,-1.1,12,-22
NC1=NC(=Nc2cccc(S(=O)(=O)N3CCOCC3)c2)c2ccccc21,-0.7,9,20
COc1ccc(C2c3c(C)nn(-c4ccccc4)c3NC(=O)N2c2ccccc2)cc1 (configuration not stated),0.5,19,-30
OC(COC(c1ccccc1)c1ccccc1)CN1CCOCC1 (configuration not stated),-0.6,5,-17
N/C(=N\OC(=O)/C=C/c1ccccc1)c1ccncc1,-2.6,10,-5
Cc1ccc2cc(C#N)c(SCC(=O)N3CCCc4ccccc43)nc2c1C,-0.5,-3,-4
S=C(NC1CCCCC1)N1CCCCC1,0.9,9,-7
CCOC(=O)c1ccc(COC(=O)c2ccc(-c3nnc(-c4ccccc4)o3)cc2)o1,-0.6,15,-18
CC(C)C(=O)Nc1c2c(nc3ccccc13)N(C)CC2,0.1,9,-16
CCC(C)Sc1cccc(-c2nc3ccc(Cl)cn3c2NCc2ccccc2)c1 (configuration not stated),-0.2,44,-22
N#Cc1c(NCc2ccccc2)ccnc1NCc1cccnc1,0.3,55,16
O=C(Cn1c(CC(=O)N2CCOCC2)nc2ccccc21)Nc1ccc2c(c1)OC(F)(F)O2,-1.3,5,-3
O=[N+]([O-])c1ccc(Cl)c(/C=N/N2CCN(Cc3ccccc3)CC2)c1,-0.8,18,-20
C=CCn1c(COc2cccc3cccnc23)nnc1SCC(=O)OC,-1.2,11,-6
CCCCOC(=O)c1ccc(NC(=O)C(=O)NCc2ccco2)cc1,-0.6,5,-1
CN(/C=C1/C(=O)CNC1=O)CCO,-0.7,4,-17
Cc1cc(N2CCCCC2)nc(-c2ccc(Br)cc2)n1,-2.1,3,-11
CCCP(=O)(CC(=O)O)c1ccccc1 (configuration not stated),-0.6,14,18
CCN1CCN(S(=O)(=O)c2ccc(Cl)c(C(=O)NCc3ccco3)c2)CC1,-1.0,18,-10
COc1ccc(CCNS(=O)(=O)c2cnc(Cl)c(Br)c2)cc1OC,-0.8,-2,-4
CCOc1ccc(NC(=O)CC2C(=O)N(C)C(=S)N2Cc2ccco2)cc1 (configuration not stated),0.0,16,-20
CCOC(=O)c1cc(-c2csc(-c3cccc(Cl)c3)n2)on1,1.0,1,0
Cc1cc(C)c2oc(=O)cc(CN3CCN(Cc4ccccc4)CC3)c2c1,-0.5,-10,-26
COc1ccc(/C=N/NC(=O)Cn2c(Cc3ccc(OC)c(OC)c3)nc3ccccc32)cc1,-0.5,7,-23

# Next structures.
SMILES,STK33 inh,OX1R antag-1,OX1R antag-2
O=C(CSCc1ccc(F)cc1)Nc1ccccc1C(=O)N1CCOCC1,1.6,8,-10
COCCCn1nnnc1SCC(=O)Nc1nc2ccccc2s1,0.6,9,-5
O=C(Cc1c[nH]c2ccccc12)Nc1nnc(C2CC2)s1,-1.1,-3,-21
Cc1ccc(/C=C/C(=O)Nc2ccc(S(N)(=O)=O)cc2)o1,-1.7,22,-7

# Bioassay records: PubChem BioAssay, several laboratories
